Assay outcomes (PubChem)
Integrin act MD = qHTS for Activators of Integrin-Mediated Alleviation for Muscular Dystrophy; alpha7betagal myoblasts, beta-gal FDG fluorescence, 48 h; Potency, µM (doses to about 38.3 µM), inactives show at the highest dose activation, hits mostly activators; hit rate 0.064% among 350,000;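 also: potency is read from the fitted curve at half-maximal effect; 100% = response of the positive control SU9516; nearly all actives have a fitted effect of over 60% in size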
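Alpha7betagal+/- myoblasts (passage 13) were plated 16-24 hr, then exposed to compounds (1:260 dilution of DMSO stock) for 48 hours at 37C. After MPER lysis, β-galactosidase reporter activity was read as FDG fluorescence (ex 480/em 540) after 30 minutes.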
MBNL1-CUG inh = qHTS Assay for Inhibitors of MBNL1-poly(CUG) RNA binding; Muscleblind-like protein 1 (Homo sapiens), Q9NR56; TR-FRET MBNL1-His/biotin-(CUG)12 binding, 665/545 ratio; Potency, µM (titrated, usually from 57.5 µM), for the others: at the highest dose activity change, negative = inhibition, actives largely listed as inhibitors; hit rate 0.036% among 280,000; active = well fitted inhibition curve with a large enough effect in the signal ratio, with a control signal flat, not every such curve was filed as active; inconclusive = small, poorly fitted or top-dose-only effect, or effect the other way, or a change in a side signal; inactive = no such curve, though single readings can be large or run the other way; the % refers to the signal ratio; also: potency is read from the fitted curve at half-maximal effect; % is scaled to controls: 0 for no effect and ±100 for the full control effect
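TR-FRET readout: Ex 340 nm, 665/545 nm emission ratio, normalized to buffer-only (basal) and MBNL1-(CUG)12 controls. Complex of MBNL1-His with Biotin-(CUG)12, compounds 92 nM–58 uM, incubated 60 min at room temperature.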
TCR act = Activators of T cell receptors: qHTS campaign. Potency, µM (highest dose often 9.22 µM), for inactives: top-dose activation of IL-2 secretion, usual class: activators. primary human leukocytes, anti-CD3, IL-2 HTRF, 48 h. 330,000 tested, under 10 active; also: % of control where 0% means no effect
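Readout: HTRF IL-2, Eu-cryptate/d2 antibody pair, 320nm excitation, 665nm emission. Stimulus: a-CD3 beads, no co-stimulation. Cells: primary human leukocytes. Exposure: 48 hr with compound.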
S-ASM inh = Inhibitors of Secretory Acid Sphingomyelinase (S-ASM): qHTS | Sphingomyelin phosphodiesterase (Homo sapiens), P17405 | placental ASM, HMU-PC fluorogenic substrate, 60 min | hit rate 0.006% among 340,000 | Potency, µM (highest dose often 57.5 µM), without a hit: at the top dose activity change, negative = inhibition, most hits filed as inhibitors; also: potency is read from the fitted curve at half-maximal effect
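qHTS format. ASM enzyme prepared from human placenta hydrolyses the fluorogenic substrate HMU-PC0 (9 uM final) over 60 min at 37 °C after a 10 min compound preincubation.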
TSHR antagonist = Antagonists of the Thyroid Stimulating Hormone Receptor: HTS campaign | Thyrotropin receptor (Homo sapiens), P16473 | TSHR-expressing cells, TSH-stimulated cAMP HTRF, 2 h; active compounds read low | activity change, negative = inhibition, % at 11.5 µM | hit rate 0.2% among 330,000 | AID 504810, 2011;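 active = activity change below a set negative limit, meaning inhibition stronger than a set level, cut at about -70% in these data; inconclusive = activity change between two set negative limits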; also: % is scaled to controls: 0 for no effect and ±100 for the full control effect
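Competitive HTRF cAMP read-out (cryptate anti-cAMP antibody, cAMP-d2; 30 min, room temperature) in freshly harvested TSHR cells. Compounds added before TSH at EC80 (4nM final), followed by 2 hours' incubation at 37 deg C.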
Menin MLL FP TR = qHTS Assay for Inhibitors Targeting the Menin-MLL Interaction in MLL Related Leukemias: Competition With Texas Red Labeled MLL-derived Mutant Peptide; O00255; Menin + Texas Red MLL mutant peptide, fluorescence polarization; Potency, µM (top dose mostly 61.6 µM), for inactives: at the highest dose FP activity change, negative = inhibition, usual class: inhibitors; hit rate 0.23% among 270,000; AID 1768, 2009; active = well fitted inhibition curve with a large enough effect in the polarisation, with a control signal flat, not every such curve was filed as active; inconclusive = small, poorly fitted or top-dose-only effect, or effect the other way, or a change in a side signal; inactive = no such curve, though single readings can be large or run the other way; the % refers to the polarisation; also: potency is read from the fitted curve at half-maximal effect; % of control where 0% means no effect; many of its hits are not listed in these tables
Mito fusion act = qHTS Assay for Small Molecule Inhibitors of Mitochondrial Division or Activators of Mitochondrial Fusion; AID 485298, 2010; S. cerevisiae fusion-defective mutant growth rescue, CellTiterGlo 48 h; Potency, µM (titrated, usually from 46.1 µM), for inactives: top-dose growth rescue (activation), hits mostly activators; hit rate 0.23% among 320,000;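 also: potency is read from the fitted curve at half-maximal effect; % of control where 0% means no effect; nearly all actives have a fitted effect of over 45% in size; temperature-sensitive fusion mutants such as fzo1-1 at 37 °C on non-fermentable ethanol glycerol medium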
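Yeast fusion mutant, YPEG (non-fermentable carbon), compound, 48 h at 37C non-permissive; CellTiterGlo added, 10 min RT, luminescence read. Rescued growth = division inhibition.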
MLL CXXC-DNA inh = qHTS Fluorescence Polarization Assay for Inhibitors of MLL CXXC domain - DNA interaction; AID 2662, 2010; Histone-lysine N-methyltransferase 2A (Homo sapiens), Q03164; MLL-CXXC / FITC-HOXA9 DNA fluorescence polarization; Potency, µM (top dose mostly 115 µM), without a hit: at the highest dose activity change, negative = inhibition, actives largely listed as inhibitors; hit rate 0.037% among 290,000; active = well fitted inhibition curve with a large enough effect in the polarisation, with a control signal flat, not every such curve was filed as active; inconclusive = small, poorly fitted or top-dose-only effect, or effect the other way, or a change in a side signal; inactive = no such curve, though single readings can be large or run the other way; the % refers to the polarisation; also: potency is read from the fitted curve at half-maximal effect
Target sequence (Q03164 whole entry, looked up, the tested form may be a part): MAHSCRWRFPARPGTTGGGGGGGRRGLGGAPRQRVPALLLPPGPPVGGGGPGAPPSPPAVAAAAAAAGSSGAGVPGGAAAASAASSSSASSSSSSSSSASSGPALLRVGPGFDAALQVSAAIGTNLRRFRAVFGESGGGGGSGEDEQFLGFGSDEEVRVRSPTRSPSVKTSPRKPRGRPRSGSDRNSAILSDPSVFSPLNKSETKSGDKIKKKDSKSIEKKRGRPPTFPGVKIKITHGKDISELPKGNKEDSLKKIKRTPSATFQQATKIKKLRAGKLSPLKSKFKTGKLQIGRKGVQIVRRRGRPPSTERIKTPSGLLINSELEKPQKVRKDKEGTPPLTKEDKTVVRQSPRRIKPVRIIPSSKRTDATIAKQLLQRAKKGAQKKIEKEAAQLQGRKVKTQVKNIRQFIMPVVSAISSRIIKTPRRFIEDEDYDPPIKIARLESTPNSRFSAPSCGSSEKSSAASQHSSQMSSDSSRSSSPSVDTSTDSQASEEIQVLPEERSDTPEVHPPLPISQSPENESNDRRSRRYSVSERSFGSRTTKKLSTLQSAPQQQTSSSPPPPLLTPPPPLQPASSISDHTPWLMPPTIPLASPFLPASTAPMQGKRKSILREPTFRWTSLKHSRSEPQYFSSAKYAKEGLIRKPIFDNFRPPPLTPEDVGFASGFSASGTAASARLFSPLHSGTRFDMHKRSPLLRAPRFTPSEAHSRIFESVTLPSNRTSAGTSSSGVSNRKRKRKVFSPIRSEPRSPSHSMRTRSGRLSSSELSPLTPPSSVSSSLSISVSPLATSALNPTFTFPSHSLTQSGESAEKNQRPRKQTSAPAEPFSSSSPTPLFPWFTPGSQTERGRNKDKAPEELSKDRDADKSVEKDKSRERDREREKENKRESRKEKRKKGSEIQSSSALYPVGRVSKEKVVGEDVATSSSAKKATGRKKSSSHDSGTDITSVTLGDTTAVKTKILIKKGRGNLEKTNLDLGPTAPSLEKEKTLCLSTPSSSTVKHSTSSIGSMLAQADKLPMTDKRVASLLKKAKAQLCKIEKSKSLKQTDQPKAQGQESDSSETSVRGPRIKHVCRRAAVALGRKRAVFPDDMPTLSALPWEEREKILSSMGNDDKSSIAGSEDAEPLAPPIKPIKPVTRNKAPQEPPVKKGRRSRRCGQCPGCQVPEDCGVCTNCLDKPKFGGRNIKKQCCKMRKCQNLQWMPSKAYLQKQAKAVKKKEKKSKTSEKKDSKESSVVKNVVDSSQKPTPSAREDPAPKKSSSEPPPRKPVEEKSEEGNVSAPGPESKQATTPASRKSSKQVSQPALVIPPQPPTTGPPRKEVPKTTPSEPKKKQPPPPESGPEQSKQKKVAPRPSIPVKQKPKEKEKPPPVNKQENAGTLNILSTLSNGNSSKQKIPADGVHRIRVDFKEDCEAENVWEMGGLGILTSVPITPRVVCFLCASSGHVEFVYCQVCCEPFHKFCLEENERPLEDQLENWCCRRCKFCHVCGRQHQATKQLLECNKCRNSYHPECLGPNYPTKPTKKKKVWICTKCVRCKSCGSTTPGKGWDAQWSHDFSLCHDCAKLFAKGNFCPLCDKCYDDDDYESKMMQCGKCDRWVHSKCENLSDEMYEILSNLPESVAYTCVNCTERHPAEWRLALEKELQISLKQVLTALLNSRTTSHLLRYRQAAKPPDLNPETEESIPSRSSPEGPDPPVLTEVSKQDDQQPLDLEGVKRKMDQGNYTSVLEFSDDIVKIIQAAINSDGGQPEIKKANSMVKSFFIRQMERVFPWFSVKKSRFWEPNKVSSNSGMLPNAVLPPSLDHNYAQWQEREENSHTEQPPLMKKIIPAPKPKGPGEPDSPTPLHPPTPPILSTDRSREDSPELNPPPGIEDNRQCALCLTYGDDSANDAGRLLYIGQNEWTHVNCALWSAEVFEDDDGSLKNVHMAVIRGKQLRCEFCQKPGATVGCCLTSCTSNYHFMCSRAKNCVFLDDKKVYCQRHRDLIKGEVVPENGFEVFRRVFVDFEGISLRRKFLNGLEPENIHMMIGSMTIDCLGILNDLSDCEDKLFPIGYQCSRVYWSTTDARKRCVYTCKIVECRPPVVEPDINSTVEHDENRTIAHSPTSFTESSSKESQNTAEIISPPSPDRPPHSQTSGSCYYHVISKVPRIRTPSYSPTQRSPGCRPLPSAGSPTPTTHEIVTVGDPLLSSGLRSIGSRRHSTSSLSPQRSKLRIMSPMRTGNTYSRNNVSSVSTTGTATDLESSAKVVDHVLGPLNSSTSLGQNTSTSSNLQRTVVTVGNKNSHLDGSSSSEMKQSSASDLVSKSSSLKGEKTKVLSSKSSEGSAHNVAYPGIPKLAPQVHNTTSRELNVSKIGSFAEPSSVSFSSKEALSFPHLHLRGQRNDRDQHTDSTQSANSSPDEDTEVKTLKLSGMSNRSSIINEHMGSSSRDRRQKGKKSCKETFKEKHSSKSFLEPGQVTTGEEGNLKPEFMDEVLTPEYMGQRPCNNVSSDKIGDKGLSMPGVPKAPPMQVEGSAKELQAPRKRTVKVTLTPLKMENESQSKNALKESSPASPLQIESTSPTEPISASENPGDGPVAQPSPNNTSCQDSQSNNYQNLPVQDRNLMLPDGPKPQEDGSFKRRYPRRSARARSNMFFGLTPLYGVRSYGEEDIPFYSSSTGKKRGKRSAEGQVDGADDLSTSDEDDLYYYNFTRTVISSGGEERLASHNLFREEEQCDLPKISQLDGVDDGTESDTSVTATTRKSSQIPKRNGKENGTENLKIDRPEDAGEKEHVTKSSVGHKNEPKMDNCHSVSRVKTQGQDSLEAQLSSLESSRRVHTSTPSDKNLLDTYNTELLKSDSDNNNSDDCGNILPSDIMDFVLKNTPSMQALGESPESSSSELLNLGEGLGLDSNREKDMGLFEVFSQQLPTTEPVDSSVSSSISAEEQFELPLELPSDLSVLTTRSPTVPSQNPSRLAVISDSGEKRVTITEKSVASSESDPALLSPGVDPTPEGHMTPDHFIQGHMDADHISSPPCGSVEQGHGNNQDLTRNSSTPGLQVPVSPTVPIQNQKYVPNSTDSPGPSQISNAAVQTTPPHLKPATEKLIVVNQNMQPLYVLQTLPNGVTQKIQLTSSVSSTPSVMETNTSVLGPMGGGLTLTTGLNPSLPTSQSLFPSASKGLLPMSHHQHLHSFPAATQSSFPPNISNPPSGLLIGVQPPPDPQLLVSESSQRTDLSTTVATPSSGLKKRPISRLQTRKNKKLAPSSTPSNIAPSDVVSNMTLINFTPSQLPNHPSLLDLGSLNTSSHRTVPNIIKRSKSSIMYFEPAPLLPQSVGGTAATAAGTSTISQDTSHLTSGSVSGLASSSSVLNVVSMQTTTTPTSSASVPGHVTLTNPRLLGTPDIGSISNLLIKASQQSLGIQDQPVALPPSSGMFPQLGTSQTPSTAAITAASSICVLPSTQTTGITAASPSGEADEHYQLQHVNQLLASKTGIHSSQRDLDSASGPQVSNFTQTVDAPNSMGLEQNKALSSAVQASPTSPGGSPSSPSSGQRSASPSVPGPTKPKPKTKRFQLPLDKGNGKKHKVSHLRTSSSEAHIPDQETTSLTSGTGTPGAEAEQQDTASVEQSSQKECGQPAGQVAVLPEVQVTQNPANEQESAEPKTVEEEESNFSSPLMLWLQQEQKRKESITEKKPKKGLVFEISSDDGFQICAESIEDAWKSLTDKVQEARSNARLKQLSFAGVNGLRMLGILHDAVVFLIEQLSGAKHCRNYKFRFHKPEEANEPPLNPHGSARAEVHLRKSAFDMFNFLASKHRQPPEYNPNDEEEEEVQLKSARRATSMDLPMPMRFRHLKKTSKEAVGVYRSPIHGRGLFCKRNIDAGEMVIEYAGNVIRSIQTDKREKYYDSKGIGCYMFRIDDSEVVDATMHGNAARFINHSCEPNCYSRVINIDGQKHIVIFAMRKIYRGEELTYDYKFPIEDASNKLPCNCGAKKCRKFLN
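Purified MLL-CXXC (added from a 7 uM solution) was preincubated 5 min at ambient with pinned compounds in 50 mM Tris-HCl pH 7.5, 50 mM NaCl, 1 mM DTT, 0.05% BSA. Fluorescein-labeled HOX-A9 DNA (50 nM solution) followed, 30 min, then polarization read.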
A-T KAP1 phos = qHTS Assay for Identifying a Potential Treatment of Ataxia-Telangiectasia. Potency, µM (titrated, usually from 57.5 µM), for the others: at the highest dose activation, usual class: activators. […] A-T fibroblasts, KAP-1 phosphorylation AlphaLISA; neocarzinostatin DNA damage 30 min before lysis. hit rate 0.19% among 320,000. AID 485349, 2010; also: potency is read from the fitted curve at half-maximal effect; % of control where 0% means no effect; nearly all actives have a fitted effect of over 45% in size
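ATM-like activity read as KAP-1 phosphorylation via AlphaLISA donor/acceptor antibody pairs after lysis and 6 hr at 25C. Cells were ATM-null patient fibroblasts ([…], hTERT), dosed 60 min, then exposed to the DSB inducer NCS for 30 min.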
TSG101-PTAP inh = qHTS Assay for Iinhibitors of HIV-1 Budding by Blocking the Interaction of PTAP/TSG101. Tumor susceptibility gene 101 protein (Homo sapiens), Q99816. Fluorescence polarization, FITC-PTAP peptide / Tsg101 binding. Potency, µM (highest dose often 115 µM), inactives show at the highest dose activity change, negative = inhibition, hits mostly inhibitors. 340,000 tested, under 10 active; active = well fitted inhibition curve with a large enough effect in the main read-out, with a control signal flat, not every such curve was filed as active; inconclusive = small, poorly fitted or top-dose-only effect, or effect the other way, or a change in a side signal; inactive = no such curve, though single readings can be large or run the other way; also: potency is read from the fitted curve at half-maximal effect; % of control where 0% means no effect
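FP read-out: FITC-PTAP peptide, 50 nM final, binding Tsg101 binding domain, 10 uM final; 20 min, r.t.; 10 mM HEPES pH 7.5, 0.15 M NaCl, 0.01% Tween 20, 3 mM EDTA, 0.1 mM TCEP.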
* hit, by the source's call; ? = inconclusive; . = not tested or not shown; & = joins results of further samples; [ ] = remark or other dose. Unless noted, calls follow the shape of the dose curve; as a rule, active = well fitted curve in the direction sought with a large enough effect; inconclusive = small, poorly fitted or top-dose-only effect, or another doubt; inactive = no such curve, though single readings can be large; an effect the other way counts as inactive or inconclusive.

SMILES	Integrin act MD	MBNL1-CUG inh	TCR act	S-ASM inh	TSHR antagonist	Menin MLL FP TR	Mito fusion act	MLL CXXC-DNA inh	A-T KAP1 phos	TSG101-PTAP inh
CCCCC1(CCO)C(=O)NC(=S)NC1=O	0%	.	3%	4%	.	.	.	.	.	-5%
CC(=O)N1CN2CN(C(C)=O)CC(C(=O)c3ccccc3)(C2)C1	1%	0%	1%	1%	13	2%	5%	7%	1%	-1%
Nc1ccccc1C(=O)OCC(=O)c1ccc2c(c1)OCCO2	-5%	1%	3%	6%	28	11%	5%	-8%	1%	-7%
CN1CCN(c2ncnc3ccc(Br)cc23)CC1	38%	-1%	6%	0%	3	3%	-5%	-2%	-8%	-6%
O=C1CN=C(c2ccccc2)c2ccccc2N1	22%	-5%	-4%	2%	-6	-3%	-4%	-11%	-5%	-3%
Cc1cc(OCC(=O)N2CCC[C@@H]2C(=O)O)c2c(C)c(C)c(=O)oc2c1	5%	?	1%	-1%	1	7%	0%	-1%	21%	-3%
O=c1c2ccccc2nc(/C=C/c2ccc(O)cc2)n1-c1cccc(O)c1	-47%[inhibitor]	3%	-7%	-2%	18	1%	-1%	51%[activator]	-1%	4%
Cc1sc(-n2c(C)cc(C=C3C(=O)NC(=O)NC3=O)c2C)c(C#N)c1C	12%	0%	0%[46.1 µM]	-1%	15	16%	-4%	-19%	2%	0%
CN1CN(c2ccccc2)C2(CCN(CCCSc3ccccc3NC(=O)/C=C/c3ccccc3)CC2)C1=O	-57%[inhibitor]	.	-8%	-1%	.	.	.	.	.	3%
C[C@]12CCC3C(CC[C@H]4[C@@H](O)[C@H](O)CC[C@]34C)C1CCC2=O (some centres undefined)	1%	.	-1%	3%	.	.	.	.	.	-4%
CC(C)(C)[C@]1(O)C[C@@H]2OC(=O)C[C@@]23C(=O)O[C@@H]2OC(=O)[C@H](O)[C@]213	41%	-14%	-8%	8%	-4	-19%	0%	-3%	11%	-8%
N=C1c2ccccc2CN1NC(=O)C1CC1	23%	-2%	6%[46.1 µM]	3%	13	6%	1%	0%	1%	0%
CCN(CC)C(=O)c1ccc(NC(=O)c2sccc2-c2ccccc2)cc1	19%	32%[activator]	8%	4%	-4	-11%	0%	12%	-7%	-3%
CN1OC[C@@H]2CN[C@H](c3ccccc3Br)C[C@@H]21	12%	.	0%	8%	.	.	.	.	.	-1%
COc1cc2c(cc1OC)C1C(=O)c3ccc4c(c3OC1CO2)CC(C(C)C)O4 (centres undefined)	-58%[inhibitor]	.	-1%	-21%	.	.	.	.	.	-2%
O=C1CN=C(c2ccccc2)c2cc(Cl)ccc2N1	.	.	0%	-1%	-6	.	.	.	2%	-5%
O/N=C/c1c[nH]c2ccccc12	20%	-1%	2%	4%	14	17%	3%	6%	0%	0%
CCOC(=O)C(O)(c1ccc(N(CC)C(=O)COc2ccccc2)cc1)C(F)(F)F (centres undefined)	1%	-7%	-5%[46.1 µM]	4%	-8	4%	-5%	-1%	6%	1%
CC(=NCCC1=CCCCC1)c1c(O)n(-c2ccccc2)c(=O)[nH]c1=O	-20%	.	4%	2%	15	.	14%	1%	5%	-6%
CC1C=CCCC12C(=O)NC(=O)NC2=O (centres undefined)	-7%	.	2%	1%	.	.	.	.	.	-4%
CCN1CCN(c2ccc(NC(C)=O)cc2Cl)CC1	14%	0%	-3%	1%	-8	0%	-1%	3%	-5%	-10%
CCOC(=O)C(O)(c1ccc(NC(=O)c2ccc(Cl)c(Cl)c2)cc1)C(F)(F)F (centres undefined)	-20%	-10%	1%	-18%	-8	.	-22%	-3%	1%	1%
CCOc1ccc(Br)c(C2(O)CC(C)N(C)CC2C)c1 (centres undefined)	-48%[inhibitor]	-4%	2%	3%	-5	-8%	-3%	-3%	-1%	-3%
COCCN(C(=O)COC(=O)Cc1ccccc1)c1c(N)n(Cc2ccccc2)c(=O)[nH]c1=O	0%	.	-4%	.	-11	.	-2%	.	11%	-5%
O=C(CCN1CC2CCC(CC2)C1)c1cccs1	-52%[inhibitor]	.	0%	0%	.	.	.	.	.	-1%

Quoted at random: 2 entries already listed, in no set order.
SMILES	Integrin act MD	MBNL1-CUG inh	TCR act	S-ASM inh	TSHR antagonist	Menin MLL FP TR	Mito fusion act	MLL CXXC-DNA inh	A-T KAP1 phos	TSG101-PTAP inh
CC(C)(C)[C@]1(O)C[C@@H]2OC(=O)C[C@@]23C(=O)O[C@@H]2OC(=O)[C@H](O)[C@]213	41%	-14%	-8%	8%	-4	-19%	0%	-3%	11%	-8%
Nc1ccccc1C(=O)OCC(=O)c1ccc2c(c1)OCCO2	-5%	1%	3%	6%	28	11%	5%	-8%	1%	-7%

More results.
SMILES	Integrin act MD	MBNL1-CUG inh	TCR act	S-ASM inh	TSHR antagonist	Menin MLL FP TR	Mito fusion act	MLL CXXC-DNA inh	A-T KAP1 phos	TSG101-PTAP inh
CCCCCCn1c(O)c(C=NCCCn2ccnc2)c(=O)[nH]c1=O	-29%	5%	2%	-1%	-2	1%	-4%	?	2%	0%
C[C@]12Cc3cn4c(nc3C=C1CCC1C2CC[C@@]2(C)[C@H]1CC[C@@]2(O)C#N)nc1ccccc14 (some centres undefined)	.	.	.	.	-27	8%	?	7%	.	.
O=P1(Nc2ccc(F)cc2)COc2ccccc2OC1	9%	8%	2%	7%	-6	1%	0%	-9%	4%	-2%
C[C@]12CC[C@H](OS(=O)(=O)O)CC1=CC[C@@H]1[C@@H]2CC[C@]2(C)C(=O)CC[C@@H]12	.	.	6%&2%&12%	1%&1%&3%	-1&-3	.	-8%&3%	.	6%&7%	-1%&-9%&-1%
CCn1c(O)c(C=NCCc2c[nH]c3ccccc23)c(=O)[nH]c1=O	-10%	-6%	-1%	-3%	1	-11%	-4%	7%	6%	1%
COc1cccc(CNC(=O)CSc2ccc(-c3ccco3)nn2)c1	2%	18%	0%	-2%	6	-16%	24%	-8%	5%	-1%
COc1ccccc1N1C(=O)NC(=O)/C(=C/c2ccc3c4c(cccc24)CC3)C1=O	1%	?	7%[46.1 µM]	37%	20	?	7%	?	?	-8%
COC(=O)C1=C(c2ccccc2OCc2ccccc2)C[C@@H]2CC[C@H]1N2C(=O)NCc1ccc(C(C)(C)C)cc1	-6%	.	-1%	0%	-11	.	6%	.	20%	-1%
CCCSc1nc(O)c(CC)c(=O)n1C(C)CC (centres undefined)	7%[7.66 µM]	-1%	.	1%	2	-21%	?	1%	5%	1%
Cc1ccc(-c2cc(-c3ccccc3)cc(-c3ccccc3)[n+]2-c2ccc(C(=O)O)cc2)cc1	1%	.	-11%	-8%	-5	.	-2%	.	7%	-9%
Cc1cc(NC(=O)CCC(=O)N2CCC3(CC2)OCCO3)no1	4%	-9%	-3%	1%	18	-6%	9%	23%	15%	-9%
CN1c2ccc([N+](=O)[O-])cc2CC2(C(=O)NC(=O)N(c3ccccc3)C2=O)C1c1ccccc1 (centres undefined)	-19%	4%	-3%[46.1 µM]	-4%	-8	5%	30%	8%	-2%	-1%
Cc1ccc(NP(=O)(c2ccccc2)c2nc3ccccc3s2)cc1 (centres undefined)	-38%	10%	-10%	-1%	0	?	?	11%	0%	-1%
CC(C)c1ccc(-n2c(O)c(C=NCCN3CCNCC3)c(=O)[nH]c2=S)cc1	22%	-3%	3%	6%	10	10%	0%	13%	12%	-6%
Cn1c(=O)oc2cc(S(=O)(=O)N3CCC(C(=O)Nc4ccc(OC(F)(F)F)cc4)CC3)ccc21	22%	-14%	-1%	2%	-8	?	-2%	-2%	6%	71%[activator]
Cc1ccc(N2C(=O)CC(=O)NC2=O)cc1	5%	-4%	2%	-2%	.	25%	4%	1%	.	-11%
C1CCC(NC2CCCCC2)CC1	.	.	-2%	8%	-7	-4%	-10%	-2%	-5%	-1%

This is a subset; the hit share may differ from the screen's.
